# Assay outcomes as filed in PubChem BioAssay.
# mcGAS inh – mouse cGAS inhibition by luminescence; 160,000 tested, 0.15% active; inhibition, % at 12.5 µM; Q8C6L5; recombinant cGAS, Kinase-Glo ATP depletion luminescence;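 note: 0% = negative control wells and 100% = reference inhibitor with no enzyme activity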
# NPYLR7 ag – mosquito NPYLR7 agonism. activation, % at 10 µM. AID 1259423. 270,000 tested, 0.15% active. HEK293T NPYLR7/Galpha15, GCaMP6s calcium fluorescence; in the data active = activation above about 40%;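 note: 0% = vehicle and 100% = reference agonist at the receptor; some compounds past the cut are filed as inactive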
# hcGAS inh – human cGAS inhibition; recombinant h-cGAS, ATP depletion, Kinase-Glo luminescence; inhibition, % at 12.5 µM; 290,000 tested, 0.081% active; AID 1259398;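 note: 0% = vehicle reaction and 100% = reaction without DNA for no activity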
# Target sequence (Q8N884 whole entry, looked up): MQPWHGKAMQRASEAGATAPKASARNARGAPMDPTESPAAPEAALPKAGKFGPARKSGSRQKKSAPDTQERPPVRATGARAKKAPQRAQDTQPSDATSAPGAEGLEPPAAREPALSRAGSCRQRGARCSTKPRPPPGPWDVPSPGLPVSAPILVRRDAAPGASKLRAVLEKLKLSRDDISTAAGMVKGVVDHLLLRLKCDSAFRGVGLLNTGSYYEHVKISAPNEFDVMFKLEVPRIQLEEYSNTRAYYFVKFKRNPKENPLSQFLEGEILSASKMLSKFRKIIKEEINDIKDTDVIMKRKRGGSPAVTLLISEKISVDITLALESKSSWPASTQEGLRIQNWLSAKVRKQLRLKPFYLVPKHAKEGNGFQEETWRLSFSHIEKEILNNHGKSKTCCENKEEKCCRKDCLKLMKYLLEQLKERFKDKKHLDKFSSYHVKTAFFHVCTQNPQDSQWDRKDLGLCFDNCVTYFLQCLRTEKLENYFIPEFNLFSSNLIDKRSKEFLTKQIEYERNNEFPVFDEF
# * hit, by the source's call; · = not tested or not shown; & = joins results of further samples. Cut-off read from the data, not from the text of the source, unless noted: active = inhibition above about 40%; inactive = the rest.
SMILES,mcGAS inh,NPYLR7 ag,hcGAS inh
Cc1cccc(Cn2c(Sc3nncn3C)nc3c2c(=O)[nH]c(=O)n3C)c1,-9,·,-11
O=C(NCCCN1CCOCC1)C(C1CCCC1)N1CCN(C(=O)Nc2ccccc2)CC1 (stereo not given),-4,24,-4
O=C(NC12CC3CC(CC(C3)C1)C2)C1CCCN(S(=O)(=O)c2cccs2)C1 (stereo not given),-5,·,-11
Cc1ccccc1OCc1nc(CN(CCN2CCOCC2)C(=O)c2ccc3c(c2)OCO3)cs1,-3,3,-3
Cc1ccccc1Cn1ccc(NC(=O)c2cnn3c(C(F)F)cc(C4CC4)nc23)n1,·,2,-4
CCOc1ccccc1C(=O)N1[C@@H](c2ccco2)[C@@H](CO)C[C@]12CCCCN(CCO)C2=O,-5,6,3
O=C(NCCc1c(F)cccc1F)N1CCN(Cc2cscn2)CC1,·,0,-8
O=C(CCc1nnc(-c2ccc3c(c2)OCO3)o1)N1CCCC1c1ccc(F)cc1 (stereo not given),·,19,-12
COc1cc(-c2ccnc(N3CCN(C(=O)C(F)(F)C(F)F)CC3)n2)cc(OC)c1OC,-5,7,-3
Cc1ccc(S(=O)(=O)N2CCOCC2)cc1C(=O)Nc1ccccn1,-7,-15,-5
CC(C)COc1ccc(C(C)NC(=O)C2CN(C)CCO2)cc1 (stereo not given),-16,4,-18
CCOC(=O)N1CCN(C(c2ccccc2Cl)C2Sc3nc(-c4ccco4)nn3C2=O)CC1 (stereo not given),-5,-12,-4
Cc1cccc(NC(=O)C23CCC(=O)N2c2ccccc2C(=O)N3C)c1C (stereo not given),·,4,-14
Cc1ccccc1NC(=O)N1CCc2ccccc2C1c1ccccc1Cl (stereo not given),-7,19,-5
CN(C)CCN(C(=O)c1ccc([N+](=O)[O-])o1)c1nc2ccccc2s1,-8,-4,-9
CCCCn1c(=O)c2c(nc3n2CC(C)CN3c2ccc(Br)cc2)n(C)c1=O (stereo not given),-7,3,-3
O=C(c1cc2ccccc2o1)N1CCN(c2ncnc3c2nnn3-c2ccccc2)CC1,-8,-2,-7
COc1ccc(N2CCN(C3CCCN(Cc4nc5c(s4)CCCC5)C3)CC2)cc1 (stereo not given),-12,1,-9
CCOC(=O)CSc1nnc(NC(=O)CC)s1,-3,1,-3
CN1CCC(C(=O)NN)CC1,-8,16,-3
Cc1cc(C)nc(CCNC(=O)CC2C(=O)NCCN2Cc2ccccc2)n1 (stereo not given),-13,15,-12
Cn1c(=O)n(C)c2cc(CNc3ccc(N4CCOCC4)c(C(=O)O)c3)ccc21,·,-9,-6
CC(C)NC(=O)CC1(C(=O)Nc2ccc(-c3ccccc3)cc2)CCCC1,·,13,-3
Cc1c(C(=O)NCc2ccc(C#N)cc2)sc(=O)n1Cc1ccccc1C(F)(F)F,·,11,1
COc1cc(C=C2N=C(c3ccc(F)cc3)OC2=O)cc(Cl)c1OCC(N)=O,-5,1,-7
SMILES,mcGAS inh,NPYLR7 ag,hcGAS inh
Cc1c[nH]c(=O)n(CCCN2CCN(c3ccccc3OCC(F)(F)F)CC2)c1=O,·,-6,-5
CCCCOC(=O)CSc1n[nH]c(=O)[nH]c1=O,-3,0,-3
Cc1nnc(SCC(=O)Nc2sc3c(c2C(N)=O)CCC3)[nH]c1=O,·,-6,-3
CCC(C(=O)N(CC(=O)N(CCc1c[nH]c2ccccc12)Cc1ccc(C)cc1)C1CC1)c1ccccc1 (stereo not given),-4,23,-6
CCOC(=O)COc1ccccc1/C=C1\SC(=S)NC1=O,6,4,-1
O=S(=O)(c1cccc(Cl)c1)N1CCCn2ncnc21,0,18,-1
COc1ccccc1Nc1nnc(Cc2ccc(C)cc2)c(=O)[nH]1,·,10,-3
C=CCn1c(SCc2cccc(C#N)c2)nnc1-c1ccccc1C,-3,23,-2
O=C1O[C@@H]2CN(S(=O)(=O)N3CCCC3)C[C@@H]2N1CCCc1ccc(F)cc1,·,4,-2
O=C(NCCSCc1ccco1)c1ccc([N+](=O)[O-])s1,-3,-1,1
COc1ccc(-c2nc3scc(CCNS(=O)(=O)c4ccc(C)c(C)c4)n3n2)cc1,-6,-17,-6
Cc1cc(CSc2nc3sc4c(c3c(=O)n2C)CCC4)on1,-7,2,-3
COC(=O)n1c(=O)oc2cc(Cl)ccc21,-3,-1,0
CCC(=O)Nc1ccc(-c2c(-c3cccc(C)c3)nn(-c3ccc(F)cc3)c2OC(C)=O)cc1,-3,0,0
Cc1ccccc1NC(=O)COC(=O)c1ccc2ncsc2c1,·,5,-2
CCCCN(CC(=O)N1CC(=O)N(c2ccc(Cl)cc2)C1)C(=O)/C=C/c1ccccc1,-8,6,-2
CC(C)N(C)c1onc(-c2ccccc2)c1CN(Cc1ccco1)C(=O)C1CC1,-3,4,-1
CCOC(=O)c1cc(-c2cccc(NC(=O)c3ccc4ccccc4n3)c2)n(-c2ccc(F)cc2)n1,-5,25,-8
CCNC(=O)Cn1c(CO)cnc1SCC(=O)Nc1ccc(C)cc1C,-5,30,-1
CCOC(=O)C1=C(C)NC2=C(C(=O)CC(c3ccccc3)C2)C1c1cc(OC)ccc1OC (stereo not given),-8,-11,-5
N#Cc1cccc(NC(=O)c2cn3cc(C(F)(F)F)cc(Cl)c3n2)c1,·,2,3
Cc1ccc(S(=O)(=O)N(C(=O)c2ccncc2)c2ccc(OC(=O)c3ccncc3)cc2)c(C)c1,·,3,1
Cc1ccc(C(NC(=O)c2ccc(C#N)cc2)C2CC2)cc1 (stereo not given),-2,-2,-2
Brc1ccc2c(c1)c1nc3ccccc3nc1n2CCN1CCOCC1,3,-2&4,-2&4
Cc1cc(N2CCC(Cc3ccccc3)(C(=O)O)CC2)nc2ccccc12,·,-4,3

# Grouped by structure, the compounds so far containing a cyano group
SMILES,mcGAS inh,NPYLR7 ag,hcGAS inh
Cc1c(C(=O)NCc2ccc(C#N)cc2)sc(=O)n1Cc1ccccc1C(F)(F)F,·,11,1
C=CCn1c(SCc2cccc(C#N)c2)nnc1-c1ccccc1C,-3,23,-2
N#Cc1cccc(NC(=O)c2cn3cc(C(F)(F)F)cc(Cl)c3n2)c1,·,2,3
Cc1ccc(C(NC(=O)c2ccc(C#N)cc2)C2CC2)cc1 (stereo not given),-2,-2,-2

# New compounds follow.
SMILES,mcGAS inh,NPYLR7 ag,hcGAS inh
COc1ccccc1C(=O)Nc1ccccc1-c1nc2cc(Cl)ccc2o1,-8,·,-1
O=C(CN1C(=O)C(CCc2ccccc2)ON=C1c1cnccn1)c1ccccc1F (stereo not given),·,10,-11
CCC(C(=O)NC1CC1)n1c(=O)n(-c2cccc(OC)c2)c(=O)c2ccc(Cl)cc21 (stereo not given),-2,-10,-7
CCCc1nc(N2CCN(C(=O)c3ccc(Cl)cc3Cl)CC2)c2cnn(-c3ccccc3)c2n1,-6,9,-4
Cc1ccc(C#N)cc1NC(=O)NC(C)C(C)C (stereo not given),-17,11,-4
Cc1cc(Cl)ccc1OC(C)C(=O)NNc1ncnc2nc[nH]c12 (stereo not given),·,-1,2
Cc1ccc(F)cc1NC(=O)C(C)N1CCC(CN2CCCCC2)C1 (stereo not given),·,-1,-10
Cc1nc(SCc2cccc(C(=O)NCc3ccccn3)c2)nc(N(C)Cc2ccccc2)c1C,-4,·,-3
CC(=O)c1sc(NC(=O)c2ccc(N3CCCC3=O)cc2)nc1C,-4,14,-9
Cc1c(-c2cc(C(=O)N3CCC3c3ccc(F)cc3)[nH]n2)cnn1C (stereo not given),-9,7,-6
O=[N+]([O-])c1ccc(N2CCN(S(=O)(=O)c3cccs3)CC2)cc1,·,21,-12
Cc1cc(C)nc(C(C#N)C(=O)Cc2csc(-c3ccoc3)n2)n1 (stereo not given),·,-1,-8
CCc1ncc(C(=O)N2CCC(n3cc(-c4ccccn4)nn3)CC2)cn1,·,4,-8
O=S(=O)(c1cccs1)n1cnc2ccccc21,-4,16,-5
Cc1ccn2c(NC(=O)COc3ccccc3)c(-c3cccc(F)c3)nc2c1,-5,-1,-1
Cc1cc(C)cc(CCC(=O)NCCS(C)(=O)=O)c1,-8,·,0
CC(NCCC1CCCO1)c1ccc(Br)cc1 (stereo not given),-4,-1,-5
Cn1nccc1C(=O)N1CCCC(C(=O)c2ccc(C(F)(F)F)cc2)C1 (stereo not given),·,1,-4
CC1(C)CC(=O)c2c(nc3sc(C(=O)N4CCOCC4)c(N)c3c2-c2ccccc2)C1,-1,-7,-3
COC(=O)C(C)CN(C)S(=O)(=O)c1sccc1OC (stereo not given),·,5,-14
CC(C)c1nc2cc(C(=O)NCC3OCCc4ccccc43)ccc2o1 (stereo not given),·,3,-5
Cn1nc2c(c1C(=O)N1CCCN([C@H]3COC[C@@H]3O)CC1)CCCC2,-2,·,2
CCCN(C)C(=O)C(C1CCCC1)N1CCN(C(=O)C2CCC2)CC1 (stereo not given),1,-5,0
Cc1ccc(-n2ccc3nc(N4CCCCC4)ncc3c2=O)cc1,·,2,-5
O=C1Oc2ccccc2C(=O)C1=CN1CCCc2ccccc21,·,-3,2

# Reprinted at random: six entries already listed.
SMILES,mcGAS inh,NPYLR7 ag,hcGAS inh
Cn1nc2c(c1C(=O)N1CCCN([C@H]3COC[C@@H]3O)CC1)CCCC2,-2,·,2
Cc1ccc(F)cc1NC(=O)C(C)N1CCC(CN2CCCCC2)C1 (stereo not given),·,-1,-10
CC(=O)c1sc(NC(=O)c2ccc(N3CCCC3=O)cc2)nc1C,-4,14,-9
Cc1c(-c2cc(C(=O)N3CCC3c3ccc(F)cc3)[nH]n2)cnn1C (stereo not given),-9,7,-6
O=C(CN1C(=O)C(CCc2ccccc2)ON=C1c1cnccn1)c1ccccc1F (stereo not given),·,10,-11
CC(NCCC1CCCO1)c1ccc(Br)cc1 (stereo not given),-4,-1,-5

# Of the compounds above, these have a COOH group:
SMILES,mcGAS inh,NPYLR7 ag,hcGAS inh
Cn1c(=O)n(C)c2cc(CNc3ccc(N4CCOCC4)c(C(=O)O)c3)ccc21,·,-9,-6
Cc1cc(N2CCC(Cc3ccccc3)(C(=O)O)CC2)nc2ccccc12,·,-4,3

# Further records:
SMILES,mcGAS inh,NPYLR7 ag,hcGAS inh
CC(=O)Nc1ccccc1OCCn1c(=O)oc2ccccc21,-10,-4,-6
CCc1ccccc1NC(=O)NCCNc1cc(-n2cccn2)nc(C)n1,-8,-5,-4
O=C(CCCC(=O)Oc1ccoc(=O)c1)Oc1ccoc(=O)c1,·,8,-5
C=CCn1cc(CN[C@H](CO)c2ccccc2)c(C)n1,·,-7,1
COc1ccc(OC)c(NC(=O)N2CCc3ccccc3C2c2ccc(F)cc2)c1 (stereo not given),-6,14,-1
CC(=O)OCC(=O)[C@@]1(O)[C@@H](C)CC2C3CCC4=CC(=O)C=C[C@]4(C)[C@@]3(F)[C@@H](O)C[C@@]21C (stereo not given in full),·,-6,-4
CCOC(=O)c1cnn2cc(CN3CCN(C(C)C)C(CC)C3)cnc12 (stereo not given),-9,20,-3
CC(C)n1c(N/N=C\c2ccc(F)cc2)nc2c1c(=O)n(C)c(=O)n2C,·,-4,-6
COC(=O)c1c(C)c(C(=O)C(C)N(Cc2ccc(F)cc2)C(=O)c2cccc([N+](=O)[O-])c2)c(C)n1C (stereo not given),-6,13,-5
NS(=O)(=O)c1ccc(NC(=O)c2cc(-c3ccccc3)nc3ccccc23)cc1,-4,-6,0
CC(c1ccccc1)c1nnc(N)s1 (stereo not given),·,10,-5
CCOC(=O)C1(C)CCN1C(=O)/C=C/c1ccccc1 (stereo not given),·,-3,-4
COc1ccc(/C=C/C(=O)Oc2cc(C)[nH]c(=O)c2[N+](=O)[O-])cc1OC,2,2,2
COC(=O)COC1C[C@](OCc2ccc(F)cc2)(C(=O)NCC2CC2)C[C@H]2OC(C)(C)O[C@@H]12 (stereo not given in full),-6,5,1
Cc1ccc(-n2ncc3c(=O)n(NC(=O)c4ccc([N+](=O)[O-])cc4)cnc32)cc1C,·,2,-11
CSc1nc(N2CCCC2)c2cnn(CCNC(=O)C(C)C)c2n1,-7,·,-5
Clc1ccc(-c2ccc(/C=N/n3cnnc3)o2)c(Cl)c1,-5,-9,-3
CC(C)c1nc(C(=O)NCc2cnn(C)c2)nn1-c1cccc(F)c1,-12,-2,-11
O=C(CSc1nc(=O)[nH]c2c1CCC2)c1ccc(F)cc1,7,-1,-3
Cc1ccccc1Cn1c(=O)c2c(nc3n(C4CCCC4)c(C)c(C)n23)n(C)c1=O,-5,1,-2
CCC(=O)N1CCC(N2C(=O)C(O)C23CCCCC3)CC1 (stereo not given),2,·,8
CN(C)CCCN(C(=O)Cc1ccccc1)c1nc2c(F)cccc2s1,-6,6,-4
CCOC(=O)c1c(CCc2ccc3c(c2)OCO3)csc1N,·,0,-7
O=C(O)[C@@H]1[C@H](C(=O)N2CCCC2c2ccncc2)[C@@H]2C=C[C@H]1CC2 (stereo not given in full),-7,-5,-5
CCSc1nnc(NC(=O)/C=C/c2ccc(F)cc2)s1,-4,3,-3

# One compound at a time (already shown). Order of values: mcGAS inh	NPYLR7 ag	hcGAS inh
# `CN(C)CCCN(C(=O)Cc1ccccc1)c1nc2c(F)cccc2s1` is entered as -6	6	-4
# `O=C(CSc1nc(=O)[nH]c2c1CCC2)c1ccc(F)cc1` is entered as 7	-1	-3
# `O=C(O)[C@@H]1[C@H](C(=O)N2CCCC2c2ccncc2)[C@@H]2C=C[C@H]1CC2` (stereo not given in full) is entered as -7	-5	-5
